NPC1 promoter act: qHTS Assay for NPC1 Promoter Activators; AID 485313, 2010; Potency, µM (top dose mostly 9.22 µM), for inactives: top-dose activation, usual class: activators; Huh7 NPC1 promoter luciferase reporter, 24 h; hit rate 2.4% among 320,000;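 note: potency is the fitted concentration of half-maximal effect; % of control where 0% means no effect; nearly all actives have a fitted effect of over 60% in size; reporter is driven by a mutant NPC1 promoter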
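Luminescence read-out of NPC1 promoter-driven luciferase in stably transfected Huh7 cells; compounds delivered in DMSO and left 24 h at 37C, 5% CO2, qHTS titration format.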
Tb PFK block: qHTS Assay to Find Inhibitors of T. brucei phosphofructokinase. ATP-dependent 6-phosphofructokinase (Trypanosoma brucei brucei), O15648. T. brucei PFK, ADP-Glo luminescence. Potency, µM (top dose mostly 57.5 µM), without a hit: at the top dose activity, negative = inhibition, usual class: inhibitors. hit rate 0.17% among 330,000. AID 485367, 2010;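 note: potency is the fitted concentration of half-maximal effect; 0% = uninhibited 1x PFK enzyme wells and -100% = no-enzyme wells; nearly all actives have a fitted effect of over 60% in size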
Target sequence (O15648 whole entry, looked up): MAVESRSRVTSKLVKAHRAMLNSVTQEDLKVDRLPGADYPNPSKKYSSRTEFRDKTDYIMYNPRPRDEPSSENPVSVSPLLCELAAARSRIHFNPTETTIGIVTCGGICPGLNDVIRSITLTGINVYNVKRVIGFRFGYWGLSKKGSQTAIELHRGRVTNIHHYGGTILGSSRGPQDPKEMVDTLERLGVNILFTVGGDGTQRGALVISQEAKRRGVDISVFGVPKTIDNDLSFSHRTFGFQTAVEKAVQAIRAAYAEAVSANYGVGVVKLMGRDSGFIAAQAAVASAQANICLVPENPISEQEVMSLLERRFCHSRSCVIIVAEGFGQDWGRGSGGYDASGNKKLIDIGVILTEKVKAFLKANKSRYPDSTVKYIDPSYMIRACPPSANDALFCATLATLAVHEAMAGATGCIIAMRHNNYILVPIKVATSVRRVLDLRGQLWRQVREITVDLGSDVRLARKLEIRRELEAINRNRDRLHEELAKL
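In TEA buffer at pH 8.0 with 5 mM MgCl2, enzyme (1.25 nM) converted F6P (0.5 mM) and ATP (0.1 mM) for 45 min at room temperature. ADP product was read by luciferase luminescence.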
VP16 counter: VP16 counterscreen qHTS for inhibitors of ROR gamma transcriptional activity. hit rate 3.5% among 310,000. Drosophila S2 Gal4-VP16 UAS-luciferase, luminescence, 20 h. Potency, µM (titrated, usually from 53.6 µM), for the others: top-dose activity, negative = inhibition, usual class: inhibitors;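 note: Gal4-VP16 expression switched on by copper sulfate through the metallothionein promoter; potency is the fitted concentration of half-maximal effect; % is set by controls: 0 for no effect and ±100 for the full control effect; nearly all actives have a fitted effect of over 50% in size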
ELG1 genotox: qHTS screen for small molecules that induce genotoxicity in human embryonic kidney (HEK293T) cells expressing luciferase-tagged ELG1 | hit rate 1.3% among 330,000 | HEK293T ELG1-luciferase reporter, luminescence, 16 h | Potency, µM (top dose mostly 46 µM), for the others: at the highest dose activity change, positive = activation, actives largely listed as activators; note: potency is the fitted concentration of half-maximal effect; % of control where 0% means no effect; nearly all actives have a fitted effect of over 60% in size
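HEK293T cells expressing luciferase-tagged ELG1 were treated with compound or DMSO for 16 hr at 37°C. Luciferase activity was then read after 30 min with ONE-Glo at room temperature; rising signal flags genetic stress.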
FLuc counter: qHTS profiling assay for firefly luciferase inhibitor/activator using purifed enzyme and Km concentrations of substrates (counterscreen for miR-21 project); hit rate 6.9% among 360,000; Potency, µM (series often up to 57.5 µM), for the others: at the highest dose activity change, negative = inhibition, hits mostly inhibitors; purified FLuc, Km substrates, luminescence inhibition; AID 588342, 2011;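 note: potency is the fitted concentration of half-maximal effect; plate controls were vehicle for no effect and reference inhibitor for full effect; nearly all actives have a fitted effect of over 55% in size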
Target sequence (P08659 whole entry, looked up): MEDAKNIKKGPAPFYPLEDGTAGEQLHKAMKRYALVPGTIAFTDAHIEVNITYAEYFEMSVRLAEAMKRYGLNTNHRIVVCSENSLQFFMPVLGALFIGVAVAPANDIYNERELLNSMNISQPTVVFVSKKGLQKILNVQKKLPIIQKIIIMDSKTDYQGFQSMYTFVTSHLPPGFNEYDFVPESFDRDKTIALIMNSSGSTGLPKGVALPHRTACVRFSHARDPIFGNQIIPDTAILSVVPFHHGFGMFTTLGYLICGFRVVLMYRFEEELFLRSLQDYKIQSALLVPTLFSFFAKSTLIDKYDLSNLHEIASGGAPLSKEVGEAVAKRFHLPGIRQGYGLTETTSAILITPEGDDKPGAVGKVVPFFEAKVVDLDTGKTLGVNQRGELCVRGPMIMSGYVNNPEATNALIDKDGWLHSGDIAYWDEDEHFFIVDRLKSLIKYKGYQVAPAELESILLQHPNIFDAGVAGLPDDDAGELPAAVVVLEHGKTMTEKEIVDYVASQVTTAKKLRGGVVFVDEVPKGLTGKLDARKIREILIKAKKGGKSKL
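Purified P. pyralis luciferase, 10 nM final, with Km-level 10 uM D-luciferin and 10 uM ATP in 50 mM Tris acetate pH 7.5, 10 mM Mg acetate, 0.01% Tween-20, 0.05% BSA; 6-point qHTS titration about 60 µM downward; luminescence read.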
ELG1 DNA repair: qHTS screen for small molecules that inhibit ELG1-dependent DNA repair in human embryonic kidney (HEK293T) cells expressing luciferase-tagged ELG1; HEK293T ELG1-luciferase reporter, luminescence, 16 h; DNA damage induced by 5-fluorouridine; Potency, µM (top dose mostly 46.1 µM), inactives show top-dose activity change, negative = inhibition, most hits filed as inhibitors; hit rate 2.3% among 330,000; note: potency is the fitted concentration of half-maximal effect; % is set by controls: 0 for no effect and ±100 for the full control effect; nearly all actives have a fitted effect of over 55% in size
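Cells (2,000 per well) received 5-fluorouridine plus test compound or DMSO and were incubated 16 hr at 37 °C, 5% CO2. Luciferase activity was read by luminescence 30 min after ONE-Glo addition; signal suppression marked inhibition of damage-induced ELG1 function.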
BRCA1 expr act: qHTS Assay to Identify Small Molecule Activators of BRCA1 Expression | MCF7-BRCA1-FFLuc reporter, luminescence, 48 h; response scale: scaled: vehicle 0%, 10 µM genistein 100% | Potency, µM (doses to about 46.1 µM), for the others: at the top dose activation, most hits filed as activators | hit rate 1.1% among 380,000; note: potency is the fitted concentration of half-maximal effect; nearly all actives have a fitted effect of over 80% in size; some results filed as inactive show a strong effect at the top dose
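Luminescence from a BRCA1-driven firefly luciferase in MCF7 cells was the read-out, taken 15 min after substrate addition following 48 h compound exposure at 37 °C. Data were normalized to a 10 microM genistein control and DMSO vehicle.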
p53 reactivation: qHTS assay for re-activators of p53 using a Luc reporter | Potency, µM (series often up to 92.2 µM), for the others: at the highest dose activity change, positive = activation, usual class: activators | hit rate 0.063% among 320,000 | H1299 p53-A138V BP100-luciferase reporter, luminescence, 24 h; note: potency is the fitted concentration of half-maximal effect; % of control where 0% means no effect; nearly all actives have a fitted effect of over 45% in size
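H1299 (p53-null), stable ts p53-A138V + BP100-Luc; 1000 cells/well, Opti-MEM/10% FBS; cpd 4 pt, 1:5; 24 h, 37 deg C, 5% CO2; detection reagent 10 min RT; luminescence.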
RORgamma inh: qHTS for inhibitors of ROR gamma transcriptional activity; Nuclear receptor ROR-gamma (Mus musculus), P51450; Drosophila S2 Gal4-RORgamma UAS-luciferase reporter, 20 h; Potency, µM (series often up to 53.6 µM), for the others: at the top dose activity change, negative = inhibition, actives largely listed as inhibitors; hit rate 5.4% among 310,000; note: potency is the fitted concentration of half-maximal effect; % is set by controls: 0 for no effect and ±100 for the full control effect; nearly all actives have a fitted effect of over 60% in size
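Schneider cells (Drosophila), stable Gal4 DBD–ROR gamma + UAS-luc; 1 hr cmpd preincubation; Cu2+ induction 700 uM final; 20 hr ambient; luminescence.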
TRPV1 agonist: HTS Assay for Compounds that Act as Agonists of the Vanilloid Receptor 1 | Transient receptor potential cation channel subfamily V member 1 (Homo sapiens), Q8NER1 | TRPV1-expressing cells, Fluo-8 calcium influx, agonist mode | activation, % at 8.33 µM | hit rate 0.19% among 320,000; in the data active = activation above about 80%; inconclusive = between about 30% and that limit; note: 0% is about no effect
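Fluo-8 calcium influx in TRPV1-expressing cells, kinetic read (ex 480/em 520 nm). Compound added and read 3 min for agonist activity, followed by capsaicin at EC20 final and 2 min further read for enhancement.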
Rab9 prom act: qHTS Assay for Rab9 Promoter Activators | hit rate 2.8% among 320,000 | AID 485297, 2010 | Huh7 Rab9 promoter-luciferase reporter, luminescence, 24 h | Potency, µM (highest dose often 9.22 µM), for inactives: at the top dose activation, negative = inhibition, most hits filed as activators; note: potency is the fitted concentration of half-maximal effect; % of control where 0% means no effect; nearly all actives have a fitted effect of over 60% in size
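Luminescence read-out: Huh7 cells stably expressing Rab9-luciferase, treated 24 h with compound at 37 °C, then lysed with luciferase reagent for 10 min at ambient before reading.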
An asterisk follows results filed as active; ? = inconclusive; . = no result given; & = joins results of further samples; [ ] = remark or other dose. Unless noted, calls come from the whole dose curve; as a rule, active = well fitted curve in the direction sought with a large enough effect; inconclusive = small, poorly fitted or top-dose-only effect, or another doubt; inactive = no such curve, though single readings can be large; an effect the other way counts as inactive or inconclusive. Random draw from the library, and some 15% of all compounds hit somewhere here.

SMILES	NPC1 promoter act	Tb PFK block	VP16 counter	ELG1 genotox	FLuc counter	ELG1 DNA repair	BRCA1 expr act	p53 reactivation	RORgamma inh	TRPV1 agonist	Rab9 prom act
COc1ccc(NC(=O)C(=O)NCc2ccncc2)c(OC)c1	-3%	-1%	-17%	0%	0%	0%	-13%	-5%	9%	-5	-2%
O=C(CN1C(=O)NC2(CCc3ccccc32)C1=O)c1ccc(Br)cc1 (centres undefined)	-2%	-1%	.	0%	0%	-9%	-10%	-5%	.	-1	2%
COc1ccccc1/C=N\Nc1cc(C)nc(-n2nc(C)cc2C)n1	-3%	-2%	0.35µM*	10%	?	23µM*	-62%	4%	0.25µM*	17	-28%
O=C(CN1C(=O)c2ccccc2S1(=O)=O)Nc1ncc(Cl)cc1Cl	.	-1%	.	4%	.	?	-51%	-5%	.	.	.
CCOC(=O)c1c(S(=O)(=O)NCC(=O)Nc2cccc(F)c2)c(C)n(C)c1C	-2%	-1%	6%	-1%	2%	5%	3%	-4%	-3%	-1	-2%
O=[N+]([O-])c1nn(-c2ccc3c(c2)OCCO3)n(O)c1=NCc1ccc(F)cc1	?	1%	-12%	?	4.3µM*	?	21%	?	23%[10 µM]	-9	3.5µM*
Cc1ccc(NC(=O)COC(=O)CCc2ccc(S(=O)(=O)N3CCOCC3)cc2)cc1F	-6%	-2%	-10%	3%	-11%	9%	8%	6%	-8%	-2	5%
CCOC(=O)c1cc(S(=O)(=O)N2CCN(C3CCCCC3)CC2)cn1C	0%	4%	-4%	-4%[9.26 µM]	2%	11%	-1%	-2%	-20%	2	-1%
Cc1ccc(C(=O)Nc2ccc3c(c2)ncn3C)cc1	3.2µM*	-1%	-18%	?	-3%[2.3 µM]	?	?	?	-33%	3	4µM*
Cc1ccc(OCC(=O)NNC(=S)NC(=O)C2CC2)c(C)c1	-5%	-3%	-22%	8%	13µM*	?	.	17%	8.9µM*	1	-8%
Oc1ccc(-c2csc(Nc3ccccn3)n2)cc1O	?	-2%	6.3µM*	3.7µM*	9.5µM*	?	22%	?	5.6µM*	5	-14%
CN(C)c1nc(N)nc(-c2nc3ccccc3s2)n1	8%	-4%	-4%	3.3µM*	?	?	-27%	?	?	-1	?
COc1cccc(CN(C)C(=O)C2CC(=O)N(c3ccc4c(c3)OCCO4)C2)c1 (centres undefined)	10%	-1%	.	1%	-1%	0%	-44%	-3%	.	1	-1%
CC(C)C(=O)Nc1ccc(NC(=O)c2cc3ccccc3o2)cc1	22%	0%	5%	?	?	?	1%	?	32%	12	3%[1.84 µM]
CCn1nc(C)c(/C=N/NC(=O)Cn2nc(C)cc2C)c1C	1%	1%	-2%	0%	-15%	-1%	4%	-9%	-1%	-5	0%
Cc1csc(SCC(=O)NC2CCC(C)CC2)n1 (centres undefined)	-3%	?	.	?	4%	20%	22%	12%	.	10	-3%
CCn1c(SCC(=O)Nc2cccnc2Cl)nnc1-c1ccccc1	0%	2%	9%	-2%	1%	-19%	-9%	-8%	10%	2	-3%
O=C(c1cc2cc(Br)ccc2[nH]1)N1CCc2ccccc21	5µM*	3%	-4%	2%	1%	21%	-1%	7%	1%	3	22%
CCN(c1ccccc1)S(=O)(=O)c1ccc2c(c1)N(C(C)=O)CCO2	1%	0%	-8%	-2%	4%	13%	-30%	14%	-30%	16	-5%
Cc1ccc(Cn2c(=O)c3cccnc3n(CC(=O)Nc3cccc(C(F)(F)F)c3)c2=O)cc1	-3%	2%	?	-3%	-9%&5%	-25%	0%&-81%	-10%	29%	-7	-1%
Cc1ccc(CSc2nnc(Cn3c(=O)sc4ccccc43)n2C)cc1	0%	-4%	-1%	2%	2%	-2%	0%	-3%	-8%	2	-2%
CC1CCN(c2ccc(S(=O)(=O)N3CCC(C)CC3)cc2N)CC1	-13%	-2%	?	-1%	2%	?	3%	9%	?	?	-17%
COc1cc(CN2CCNC(=O)C2CC(=O)N2CCCN(C(C)=O)CC2)cc(OC)c1 (centres undefined)	1%	4%	-1%	11%	-1%	0%	-3%	-6%	?	-3	8%
CC(C)N(C(=O)COC(=O)c1ccc(O)cc1)C(C)C	-4%	-8%	20%	-2%	-1%	-10%	-10%	9%	40%	1	-1%

Compounds above with a Cl atom (2):
SMILES	NPC1 promoter act	Tb PFK block	VP16 counter	ELG1 genotox	FLuc counter	ELG1 DNA repair	BRCA1 expr act	p53 reactivation	RORgamma inh	TRPV1 agonist	Rab9 prom act
O=C(CN1C(=O)c2ccccc2S1(=O)=O)Nc1ncc(Cl)cc1Cl	.	-1%	.	4%	.	?	-51%	-5%	.	.	.
CCn1c(SCC(=O)Nc2cccnc2Cl)nnc1-c1ccccc1	0%	2%	9%	-2%	1%	-19%	-9%	-8%	10%	2	-3%

Continuation.
SMILES	NPC1 promoter act	Tb PFK block	VP16 counter	ELG1 genotox	FLuc counter	ELG1 DNA repair	BRCA1 expr act	p53 reactivation	RORgamma inh	TRPV1 agonist	Rab9 prom act
COC(=O)c1sccc1NC(=O)c1ccnn1C	-4%	-3%	.	5%	0%	10%	21%	.	.	3	3%
N#C/C(=C\c1ccccc1)c1n[nH]c(Cn2cncn2)n1	1%	2%	14%	5%	1%	11%	1%	-2%	5%	-2	0%
CC(NC(=O)Nc1ccccc1Cl)c1ccc2c(c1)OCO2 (centres undefined)	8%	-7%	6%	-5%	-2%	?	-20%	-5%	26%	?	0%
O=C(O)c1ccc(CSc2nnc(Cc3ccccc3)o2)cc1	0%	-3%	-1%	-1%	-14%	-2%	-14%	-1%	-11%	0	1%
O=C(CSc1nnc(C2CC2)n1Cc1ccco1)NCC(F)(F)F	-3%	-1%	-1%	3%	2%	-12%	0%	3%	4%	0	2%
CN(C)S(=O)(=O)c1ccccc1C#N	-3%	-16%	-5%	0%	-2%[2.3 µM]	6%	32%	-3%	-1%	1	-4%
CC(=O)CCS(=O)(=O)c1ccc(NC(C)=O)cc1	0%	-1%	1%	1%	0%	10%	-1%	-7%	-43%	0	-1%
O=C(OCc1ccccc1)C1CCCN1C(=O)c1ccccc1[N+](=O)[O-] (centres undefined)	1%	10%	-8%	1%	3%	-29%	-24%	17%	19%	-2	3%
O=C(CSc1nn(-c2ccc(Cl)cc2)c(=S)s1)N1CCN(C(=O)c2ccco2)CC1	1%	-3%	0%	-13%	-1%	?	0%	-5%	-14%	5	3%
Cc1cc(C)c(NC(=O)C2CCN(C(=O)c3ccco3)CC2)c(C)c1	-2%	1%	-3%	1%	-6%	18%	1%	13%	-23%	-1	-2%
N#CCCN(C(=O)COC(=O)c1cc(=O)[nH]c2ccccc12)c1ccccc1	.	1%	.	-1%	.	0%	-23%	1%	.	.	.
CCN(CC)S(=O)(=O)c1ccc(-n2cnnn2)c(C)c1	0%	-2%	-12%	4%	1%	-1%	0%	0%	-12%	0	-4%
O=C(c1c[nH]c2ccccc12)C(O)C(c1ccccc1)N1CCOCC1 (centres undefined)	1%	-13%	7%	0%	1%	7%	-21%	-3%	8%	0	0%
Cc1ccc(C(=O)N2CCCCC2)cc1NC1=C(Cl)C(=O)N(Cc2ccccc2)C1=O	0%	-7%	.	-12%	.	18µM*	-90%[inhibitor]	-9%	.	29	-6%
COc1ccc(C(=O)CSc2n[nH]c(-c3ccncc3)n2)cc1[N+](=O)[O-]	-2%	-4%	2%	0%	-11%	-13%	-20%	2%	?	-5	-8%
Cc1ccc(S(=O)(=O)Nc2cc(Cl)c(O)c3ncccc23)cc1	-42%[inhibitor]	-12%	1.3µM*	-2%	0%	?	-91%	8%	0.71µM*	3	-40%[inhibitor]
CCc1ccc(S(=O)(=O)NCc2cn3ccsc3n2)s1	-2%	-17%	.	-5%	3%	-12%	-3%	-5%	-4%[0.365 µM]	2	2%
O=C1NC(=S)N/C1=C/c1cccc([N+](=O)[O-])c1O	-1%	-1%	-14%	-2%	-27%	1%	0%	-1%	?	-1	-2%
COc1ccccc1-c1csc(Cc2nnc3n2CCCCC3)n1	-2%	6%	10%	-1%	-3%	10%	-7%	10%	-27%	8	1%
CCc1nc(CN(C)C(=O)C2CCC(=O)N(Cc3cccc(F)c3)C2)no1 (centres undefined)	0%	0%	4%	.	-1%	10%	-1%	.	-9%	5	1%
